Screening data deposited in PubChem by Johns Hopkins Ion Channel Center.
TRPC4 PAM = TRPC4 (mouse) allosteric potentiation. Q9QUQ5. 0.42% of 310,000 active. B-score at 10 µM. HEK293 TRPC4beta/mu-opioid, DAMGO EC20, Fluo-4 Ca2+ flux; hits give high values;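 active = B-score of calcium response area above 5 SD of library B-scores, with initial fluorescence ratio within 5 SD of library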;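 also: B-score of integrated fluorescence ratio over time as area under calcium response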
TRPC4 block = TRPC4 (mouse) channel inhibition; HEK293 TRPC4beta/mu-opioid, DAMGO-evoked Fluo4 calcium flux; hits give low values; B-score at 10 µM; 0.39% of 300,000 active; AID 2247;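 active = B-score over 3 SD under the library average, no early fluorescence shift, positive overall ratio signal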
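Assay system – HEK293 line stably carrying TRPC4beta and mu-opioid receptor · Doses – single dose · Detection – Fluo4 calcium-dye fluorescence, kinetic read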
TRPC6 inhibitor = blocks the mouse TRPC6 cation channel | HEK293-TRPC6, membrane potential dye, ACh-evoked depolarization; hits give low values | B-score at 10 µM | AID 2553 | 1.1% of 310,000 active | Q61143;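 active = B-score under library mean minus 3 SD, initial fluorescence not abnormally high, positive integrated signal ratio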;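 also: B-score derived from integrated fluorescence ratio over the kinetic read; more negative B-score means stronger inhibition of depolarization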
MrgX1 antagonist = antagonists of human MrgX1 receptor; Q96LB2; MRGX1-HEK293 calcium flux, Fluo-4, BAM8-22 antagonism; hits give low values; B-score at 10 µM; 1.3% of 310,000 active;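 active = calcium-response B-score plate-corrected more than 3 library SD below zero, starting fluorescence within 5 deviations, no agonist response on first addition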;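 also: peak minus trough fluorescence over baseline after final BAM8-22 challenge near maximal dose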
Target sequence (Q96LB2 whole entry, looked up): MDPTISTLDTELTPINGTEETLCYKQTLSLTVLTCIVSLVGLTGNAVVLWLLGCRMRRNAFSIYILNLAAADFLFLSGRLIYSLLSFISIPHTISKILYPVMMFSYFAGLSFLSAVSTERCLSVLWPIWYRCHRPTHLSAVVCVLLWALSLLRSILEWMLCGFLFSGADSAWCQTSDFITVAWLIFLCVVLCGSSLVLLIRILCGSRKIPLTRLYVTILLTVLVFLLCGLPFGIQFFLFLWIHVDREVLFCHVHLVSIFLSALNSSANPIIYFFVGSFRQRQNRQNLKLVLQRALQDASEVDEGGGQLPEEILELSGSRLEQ
TRPC6 activator = activators of mouse TRPC6 channel. Q61143. HEK293-TRPC6 membrane potential dye fluorescence; hits give high values. B-score at 10 µM. 0.13% of 310,000 active;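 active = B-score of the integrated fluorescence ratio above library mean plus 3 SD, and starting fluorescence ratio within library mean plus 5 SD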;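 also: higher score means more depolarization so channel activation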
MrgX1 ag = agonists of human MrgX1 receptor; 0.44% of 310,000 active; AID 588627; MrgX1-HEK293 cells, Fluo-4 calcium fluorescence, agonist mode; hits give high values; B-score at 10 µM; Q96LB2;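 active = calcium response B-score plate-corrected fluorescence ratio at least 3 library SD, with starting fluorescence B-score inside 5 SD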
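Material: HEK293 cells stably expressing human MrgX1 receptor | Quantity: 15,000 cells per well | Times: Cells plated overnight, dye loaded 0.5 h 37 °C, 0.5 h room temperature | Measured by: Kinetic Fluo-4 NW fluorescence of intracellular calcium | Control set: Positive and negative controls per plate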
TRPC4 agonist = TRPC4 (mouse) channel activation. 0.49% of 310,000 active. Q9QUQ5. HEK293 TRPC4beta/mu-opioid, Fluo4 calcium fluorescence; hits give high values. AID 2237. B-score at 10 µM;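 active = B-score above 5 SD of library B-scores, and initial fluorescence ratio not above library mean plus 5 SD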;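 also: positive B-score marks a calcium rise read as TRPC4 activation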
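Assay system: HEK293 cells stably co-expressing mouse TRPC4beta and mu-opioid receptor / Timing: Fluo4 dye loading 45 min at room temperature, 110 s recording / Signal: Fluo4 calcium-sensitive dye fluorescence, kinetic, 1 Hz baseline / Read-out: integrated baseline-normalised fluorescence ratio, converted to per-well B score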
TMEM16A inh = blocks the mouse calcium-activated chloride channel TMEM16A. Q8BHY3. HEK293 TMEM16A/YFP iodide influx fluorescence, ionomycin. normalized B-score (activity score, 25-100; higher = stronger inhibition) at 10 µM. 1.2% of 310,000 active. AID 588511;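 active = ratio plate-corrected score three or more library SD toward inhibition, starting fluorescence score within five deviations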;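 also: score derived from kinetic fluorescence span divided by baseline fluorescence per well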
MrgX1 allo act = human MrgX1 positive allosteric modulation, primary screen; Q96LB2; MrgX1-HEK293, Fluo-4 calcium flux, FDSS; hits give high values; B-score at 10 µM; 0.63% of 310,000 active; AID 588675;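 active = plate-corrected calcium response at least 3 library SD above typical, normal starting fluorescence, not activating the receptor alone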;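 also: compound read alongside a low EC10 to EC30 dose of BAM8-22 agonist; peak minus trough fluorescence over baseline measured at the second addition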
RGS4 block = inhibitors of human RGS4; B-score at 10 µM; 0.45% of 310,000 active; HEK293 M3R/RGS4 inducible, Fluo-4 calcium flux; hits give high values; triggered by carbachol at its EC20;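 active = B-score, a plate-corrected calcium signal, over three deviations above library mean, with baseline fluorescence within five deviations of library mean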;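 also: RGS4 expression induced by doxycycline in cells with stable M3 receptor; B-score is computed from the integrated fluorescence ratio over baseline after carbachol; higher B-score means a larger calcium signal and so more RGS4 inhibition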
Target sequence (P49798 whole entry, looked up): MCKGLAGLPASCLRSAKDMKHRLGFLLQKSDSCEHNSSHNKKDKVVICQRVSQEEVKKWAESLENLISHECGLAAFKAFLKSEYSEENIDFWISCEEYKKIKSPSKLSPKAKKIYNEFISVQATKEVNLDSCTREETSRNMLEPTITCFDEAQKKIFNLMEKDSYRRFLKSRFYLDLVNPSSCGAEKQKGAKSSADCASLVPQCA
TMEM16A act = activators or potentiators of mouse TMEM16A chloride channel; Q8BHY3; HEK293 TMEM16A/YFP-H148Q/I152L, iodide quench fluorescence; hits give low values; B-score at 10 µM; 0.3% of 340,000 active;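 active = fluorescence-ratio B-score plate-corrected deviation score at least 3 library SD below zero, with starting fluorescence score within 5 deviations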;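 also: channel opened by trigger with iodide after compound preincubation; score built on the fluorescence ratio of max minus min over baseline; more negative score means more quench and so TMEM16A activation or potentiation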
Numbers without * were called inactive; i = inactive; / = not tested or not shown. Not all compounds are listed; count on the stated rates, not on these rows.

SMILES	TRPC4 PAM	TRPC4 block	TRPC6 inhibitor	MrgX1 antagonist	TRPC6 activator	MrgX1 ag	TRPC4 agonist	TMEM16A inh	MrgX1 allo act	RGS4 block	TMEM16A act
CCCCn1c(O)c(C(CC)=NCCN2CCCCC2)c(=O)[nH]c1=O	i	i	i	i	i	i	i	i	i	i	i
COP(=O)(OC)/C(C=O)=N/Nc1ccc([N+](=O)[O-])cc1	i	i	i	i	i	i	i	i	i	i	i
COc1ccc(OC)c(N2C(=O)NC(=O)C(CCc3ccncc3)(CCc3ccncc3)C2=O)c1	i	i	i	i	i	i	i	i	i	i	i
CN1CCN(Cc2nc3ccccc3n2C)CC1	11*	i	i	i	i	i	i	i	i	i	i
O=C(NC(Oc1ccccc1)C(Cl)(Cl)Cl)c1ccccc1 (configuration not stated)	i	i	i	i	i	i	i	i	i	i	i
CN1C2CCC1CC(OC(=O)c1ccc(Cl)cc1)(C(=O)O)C2 (configuration not stated)	i	i	i	i	i	i	i	i	i	i	i
O=C1NC(=O)C(CCc2ccccn2)(Cc2ccc3c(c2)OCO3)C(=O)N1CCc1ccccc1 (configuration not stated)	i	i	i	-5.2*	i	i	i	i	i	i	i
CCCc1nc2ccccc2c(=O)n1-c1ccccc1OC	i	i	i	i	i	i	i	i	i	i	i
COC(=O)C1=C(c2cc3ccccc3s2)C[C@@H]2CC[C@H]1N2C(=O)NC1CC1	i	i	i	i	i	i	i	i	i	i	i
COc1ccc(C(=O)C2(C)N(O)C(C)C(c3cccs3)=[N+]2[O-])cc1 (configuration not stated)	i	i	i	i	i	i	i	i	i	i	i
COC(=O)c1cccc(N=Cc2c(O)n(Cc3ccc(F)cc3)c(=O)[nH]c2=O)c1	i	i	i	i	i	i	i	i	i	i	i
Cn1c(O)c(Cc2cccc(Cl)c2Cl)c(=O)n(C)c1=O	i	i	i	i	i	i	i	i	i	i	i
O=S1(=O)CC2(N3CCOCC3)CCCCC21 (configuration not stated)	i	i	i	i	i	i	i	i	i	i	i
Cc1cccc(-n2c(/C=C/c3ccccn3)nc3ccccc3c2=O)c1	i	i	i	i	i	i	i	i	i	i	i
Cc1ncc(CN2CCCC(C(=O)c3sccc3C)C2)s1 (configuration not stated)	i	i	i	i	i	i	i	i	i	i	i

Complete entries, looked up by structure.
Record of CCCc1nc2ccccc2c(=O)n1-c1ccccc1OC = TRPC4 PAM = i; TRPC4 block = i; TRPC6 inhibitor = i; MrgX1 antagonist = i; TRPC6 activator = i; MrgX1 ag = i; TRPC4 agonist = i; TMEM16A inh = i; MrgX1 allo act = i; RGS4 block = i; TMEM16A act = i
Record of O=C(NC(Oc1ccccc1)C(Cl)(Cl)Cl)c1ccccc1 (configuration not stated) = TRPC4 PAM = i; TRPC4 block = i; TRPC6 inhibitor = i; MrgX1 antagonist = i; TRPC6 activator = i; MrgX1 ag = i; TRPC4 agonist = i; TMEM16A inh = i; MrgX1 allo act = i; RGS4 block = i; TMEM16A act = i

Other structures follow.
SMILES	TRPC4 PAM	TRPC4 block	TRPC6 inhibitor	MrgX1 antagonist	TRPC6 activator	MrgX1 ag	TRPC4 agonist	TMEM16A inh	MrgX1 allo act	RGS4 block	TMEM16A act
CC(C)(C)NCC(O)c1cc(Cl)c(N)c(Cl)c1 (configuration not stated)	i	i	i	i	i	i	i	i	i	i	i
Cc1ccc(/C=C2/C(=O)NC(=O)N(C)C2=O)cc1	i	i	i	i	i	i	i	i	i	i	i
COc1ccc(SCC2CN(C)CCC2c2ccc(F)cc2)cc1 (configuration not stated)	i	i	i	i	i	i	i	i	i	i	i
CN(C)CCN(C(=O)COc1ccc(Cl)cc1)c1nc2cc3c(cc2s1)OCO3	i	i	i	i	i	i	i	i	i	i	i
CN(C)CCc1nn[nH]n1	i	/	i	i	i	i	i	i	i	i	i
CCOC(=O)C1SC2(C(F)(F)C(F)F)CC1(O)c1c(c(OC)c3occc3c1OC)O2 (configuration not stated)	i	i	i	i	i	i	i	i	i	i	i
Cc1cccc(C(=O)Nc2ccc3c(c2)CC2(C(=O)N(C)C(=O)N(C)C2=O)C2CCCN32)c1 (configuration not stated)	i	i	i	i	i	i	i	i	i	i	i
COc1cc(C)c(-c2nc(CN3C[C@@H]4C[C@@H](C3)c3cccc(=O)n3C4)c(C)o2)cc1C	i	i	i	i	i	i	i	i	i	i	i
CC/C(=N\Nc1ccccc1)c1c(O)n(-c2ccc(OC)cc2)c(=O)[nH]c1=O	i	i	i	i	i	i	i	i	i	i	i
O=C(N/N=C/c1c(O)n(CCc2ccccc2)c(=O)[nH]c1=O)c1ccccc1	i	i	i	-5.4*	i	i	i	i	i	i	i
CCCNS(=O)(=O)c1ccc(OCC(=O)N2CCN(Cc3ccccc3)CC2)cc1	i	i	i	i	i	i	i	i	i	i	i
O=C1N[C@H](Cc2ccccc2)C(=O)N2[C@@H]3[C@H](C[C@@H]12)c1ccccc1N3OOSc1ccccc1	i	i	i	i	i	i	i	i	i	i	i
O=C(NC(=S)N1C[C@H]2C[C@H](C1)c1cccc(=O)n1C2)c1ccc(Cl)cc1Cl	i	i	i	i	i	i	i	i	i	i	i
CC1CCN(CC(=O)c2ccccc2Cl)CC1	i	i	i	i	i	i	i	i	i	i	i
COc1ccc(Cn2c(O)c(C=Nc3c(C)n(C)n(-c4ccccc4)c3=O)c(=O)[nH]c2=O)cc1	i	i	i	i	i	i	i	i	i	i	i
CC(=O)Nc1ccccc1C(=O)OCc1cccc(F)c1	i	i	i	i	i	i	i	i	i	i	i
Cc1cccc(N2CCc3c2nc2ccccc2c3N)c1	i	-7*	-14*	i	i	i	i	i	i	i	i
CN1CCN(C(=O)COc2ccc(C(C)(C)C)cc2Br)CC1	i	i	i	i	i	i	i	i	i	i	i
Cc1nn(-c2ccccc2)c2c1CC1(C(=O)N(C)C(=O)N(C)C1=O)C1CCCCN21 (configuration not stated)	i	i	i	i	i	i	i	i	i	i	/
CNC(=S)N(C)CCc1cc2c(c(OC)c1/C=C1/C(=O)NC(=O)N(C)C1=O)OCO2	i	i	i	i	i	i	i	i	i	i	i
CC1CCCC(C)N1/N=C/c1c[nH]c2ccc(Br)cc12 (configuration not stated)	34*	i	i	i	i	i	i	i	12*	i	i
Cc1ccc(C(=O)n2cc(CCN3CCS(=O)(=O)CC3)c3ccccc32)cc1	i	i	i	i	i	i	i	i	i	i	i
COC(=O)C1=C(c2cccc(OC)c2OC)C[C@@H]2CC[C@H]1N2C(=O)NCc1ccc(C(F)(F)F)cc1	i	/	i	i	i	i	i	i	i	i	i
O=C(COc1ccccc1)c1cn(Cc2ccccc2)c2ccccc12	i	i	i	i	i	i	i	i	i	i	i
O=P(Oc1ccccc1)(Oc1ccccc1)C(Nc1ccccc1)c1ccccc1 (configuration not stated)	i	i	i	i	i	i	i	i	i	i	i
CN(C(=O)CNC(=O)OCc1ccccc1)c1ccc(Br)cc1C(=O)c1ccccc1Cl	i	i	i	i	i	i	i	i	i	i	i
C/C(Cl)=C/CC1(CN2CCCC2=O)C(=O)NC(=O)NC1=O	i	i	i	i	i	i	i	i	i	i	i
Cc1ccnc(NS(=O)(=O)c2ccc(N=Cc3c(O)n(C)c(=O)n(C)c3=O)cc2)n1	i	i	i	i	i	i	i	i	6.6*	i	i
O=c1[nH]c(=O)n(CCC2=CCCCC2)c(O)c1/C=N/Nc1cccc2ccccc12	i	i	i	i	i	i	i	i	i	5.7*	i
CCN(CC)P(=O)(NC(=O)c1cccn1C)N(CC)CC	i	i	i	i	i	i	i	i	i	i	i
Cc1ccc(-n2c(C)cc(/C=C3\C(=O)NC(=O)N(C)C3=O)c2C)cc1C	i	i	i	i	i	i	i	i	i	i	i
COc1ccc(C=C2C(=O)N(C)C(=O)N(C)C2=O)cc1CSc1ccccn1	/	/	/	i	/	i	/	i	i	/	i
CCCCCCn1c(=O)c(C(=O)Nc2cnccn2)c(O)c2ccccc21	i	i	i	i	i	i	i	i	i	i	i
Cn1c(O)c(C(c2ccccn2)c2c(O)n(C)c(=S)[nH]c2=O)c(=O)[nH]c1=S	i	i	i	i	i	i	i	i	i	i	i
O=C(O)CP(=O)(O)c1ccc(Cl)cc1	i	i	i	i	i	i	i	i	i	i	i
Clc1ccc(CNCCc2ccc3c(c2)OCO3)cc1	i	i	i	i	i	i	i	i	i	i	i
CNC(=O)OCc1n(C)cc[n+]1C	i	i	i	i	i	i	i	i	i	i	i
Cc1ccc2c(c1)=NC(=O)/C(=C/c1c(O)[nH]c(=O)[nH]c1=O)C=2	i	i	i	i	i	i	i	i	i	i	i
CC(=O)n1cc(C=C2C(=O)NC(=O)NC2=O)c2ccccc21	i	i	i	i	i	i	i	i	i	i	i
COc1cc(CNCCc2ccc3c(c2)OCO3)cc(OC)c1OC	i	i	i	i	i	i	i	i	i	i	i
Cc1cccc(-n2c(-c3ccc([N+](=O)[O-])cc3)nc3ccccc3c2=O)c1	i	i	i	i	i	i	i	i	i	i	i
Cc1ccc(C(=O)C2CN(C)CC2C(=O)c2ccc(C)cc2)cc1 (configuration not stated)	i	i	i	i	i	i	i	i	i	i	i
OC1/C(=C/c2ccccc2C(F)(F)F)N2CCC1CC2 (configuration not stated)	i	i	i	i	i	i	i	i	i	i	i
CCOC(=O)C1C(=O)N(C)C2(C)CC1c1cc(OC)ccc1O2 (configuration not stated)	i	i	i	i	i	i	i	i	i	i	i
C=Cn1ccnc1P(=S)(c1ccc(Cl)cc1)c1nccn1C=C	i	i	i	i	i	i	i	i	i	i	i
O=c1[nH]c2c(c(=O)n1C1CCCCC1)CCC2	i	i	i	i	i	i	i	i	i	i	i
Cn1c(=O)cc(OCC(=O)N2CCC3(CC2)OCCO3)c2ccccc21	i	i	i	i	i	i	i	i	i	i	i
CCCOP(=O)(OCCC)C(NC(=O)c1cc(OC)c(OC)c(OC)c1)c1ccccc1 (configuration not stated)	i	i	i	i	i	i	i	i	i	i	i
CCOc1ccc(C(C)=O)cc1Cc1c(O)[nH]c(=S)[nH]c1=O	i	i	i	i	i	i	i	i	i	i	i
CN1CCCN(C(=O)COc2ccc(Br)cc2)CC1	i	i	i	i	i	i	i	i	i	i	i
O=C1CC(=O)N(c2ccccc2)C(=O)N1c1ccccc1	i	i	i	i	i	i	i	i	i	i	i
c1ccc2c(CN3CCOCC3)c[nH]c2c1	i	i	i	i	i	i	i	i	i	i	i
